SENP8 block – human SENP8 protease inhibitors, primary screen, biochemical, fluorescence, Nedd8 protein substrate, uHTS | recombinant SENP8 | inhibition, % at 20 µM | hit rate 0.64% among 360,000 | AID 602440, 2012; in the data active means inhibition mostly above about 40%, no sharp cut-off; inactive means mostly below about 27%
Target sequence (Q96LD8 whole entry, looked up): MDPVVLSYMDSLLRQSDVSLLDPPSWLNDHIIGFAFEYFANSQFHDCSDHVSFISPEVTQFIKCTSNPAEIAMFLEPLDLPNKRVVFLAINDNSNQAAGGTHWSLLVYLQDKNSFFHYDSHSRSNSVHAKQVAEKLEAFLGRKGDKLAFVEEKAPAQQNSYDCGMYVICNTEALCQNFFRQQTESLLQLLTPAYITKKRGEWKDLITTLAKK
SENP6 block – SENP6 protease inhibitors, primary screen, biochemical, luminescence, uHTS. Sentrin-specific protease 6 (Homo sapiens), Q9GZR1. Recombinant SENP6 catalytic domain, aminoluciferin luminescence. inhibition, % at 10 µM. hit rate 1.8% among 330,000. AID 2599, 2010;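 active means inhibition above about 50% at the single tested dose, limit read from the data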;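 further: plate controls were DMSO wells with enzyme for no effect and DMSO wells lacking enzyme for full effect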
Target sequence (Q9GZR1 628-1112 limits assumed): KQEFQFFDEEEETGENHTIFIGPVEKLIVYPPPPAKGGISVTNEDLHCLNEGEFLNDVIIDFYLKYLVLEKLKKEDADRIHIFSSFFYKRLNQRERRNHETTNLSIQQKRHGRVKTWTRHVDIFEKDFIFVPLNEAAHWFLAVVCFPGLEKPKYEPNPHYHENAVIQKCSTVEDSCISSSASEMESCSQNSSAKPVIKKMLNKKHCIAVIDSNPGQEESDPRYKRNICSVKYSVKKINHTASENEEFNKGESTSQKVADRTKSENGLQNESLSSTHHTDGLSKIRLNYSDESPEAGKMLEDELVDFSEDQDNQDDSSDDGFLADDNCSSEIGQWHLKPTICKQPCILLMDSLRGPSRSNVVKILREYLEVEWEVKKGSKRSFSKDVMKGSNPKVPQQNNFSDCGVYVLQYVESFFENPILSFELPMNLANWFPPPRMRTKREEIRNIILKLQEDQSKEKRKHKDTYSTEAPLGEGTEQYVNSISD
HKDC1 inhibitor – HKDC1 hexokinase inhibitors, primary screen, biochemical, fluorescence, uHTS. recombinant HKDC1, G6PDH/diaphorase resazurin coupled fluorescence. hit rate 0.16% among 340,000. inhibition, % at 20 µM;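 active means inhibition above about 35% when tested at 20 µM, limit read from the data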;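 further: plate controls were DMSO wells with enzyme for no effect and DMSO wells lacking enzyme for full effect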
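System: Recombinant HKDC1 hexokinase | Amount: HKDC1 at 5 µg/mL | Reagent: Glucose with 1 mM ATP | Doses: Single 20 µM dose | Incubation: Reaction time 90 min, room temperature, protected from light | Signal: Coupled resazurin fluorescence, excitation 525 nm, emission 613 nm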
SENP7 block – SENP7 protease inhibitors, primary screen, biochemical, luminescence, uHTS. inhibition, % at 5 µM. Sentrin-specific protease 7 (Homo sapiens), Q9BQF6. hit rate 1.5% among 330,000. recombinant SENP7, Z-RLRGG-aminoluciferin luminescence, 40 min;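 active means inhibition above about 50% at the single test dose, limit read from the data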;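 further: plate controls were DMSO with enzyme for no effect and no enzyme buffer wells for full effect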
NR3A LBD binder – binders of NR3A ligand-binding domain, primary screen, biophysical, differential scanning fluorimetry, uHTS | Glutamate receptor ionotropic, NMDA 3A (GRIN3A) ligand-binding domain | NR3A LBD differential scanning fluorimetry, Tm shift; 0% = protein alone, 100% = glycine-bound protein | Tm shift relative to glycine control, % at 25 µM | hit rate 2.5% among 340,000 | AID 1259313, 2017;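 active means melting temperature shift of at least 10% of the positive control shift, at one fixed dose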
ATG4B inh – ATG4B protease inhibitors, primary screen, biochemical, fluorescence, uHTS | Cysteine protease ATG4B (Homo sapiens), Q9Y4P1 | inhibition, % at 8.33 µM | AID 504462, 2011 | hit rate 0.51% among 340,000 | ATG4B cleavage of LC3-PLA2, NBD-HPC fluorescence, 1 h; in the data active means inhibition above about 40%
Target sequence (Q9Y4P1 whole entry, looked up): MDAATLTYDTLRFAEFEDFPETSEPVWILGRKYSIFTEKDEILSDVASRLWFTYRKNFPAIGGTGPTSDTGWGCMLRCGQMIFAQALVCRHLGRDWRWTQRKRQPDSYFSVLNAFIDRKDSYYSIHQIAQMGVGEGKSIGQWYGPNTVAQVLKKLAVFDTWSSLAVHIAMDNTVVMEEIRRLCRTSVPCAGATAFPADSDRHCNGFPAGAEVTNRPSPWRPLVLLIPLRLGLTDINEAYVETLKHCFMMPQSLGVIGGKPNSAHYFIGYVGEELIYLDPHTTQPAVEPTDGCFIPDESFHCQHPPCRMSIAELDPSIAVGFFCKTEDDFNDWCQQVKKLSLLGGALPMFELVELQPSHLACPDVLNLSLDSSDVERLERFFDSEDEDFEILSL
MPTP block – mitochondrial permeability transition pore inhibitors, primary screen, biochemical, isolated mouse mitochondria, absorbance | AID 602449, 2012 | hit rate 1.4% among 360,000 | Ca2+ swelling absorbance, 30 min | inhibition, % at 10 µM;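 active means inhibition of 50% or more, scaled per plate between neutral and stimulator controls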;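 further: 0% = DMSO wells given calcium and 100% = 1 mM EGTA wells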
PfG6PD inh – PfG6PD enzyme inhibitors, primary screen, biochemical, fluorescence intensity, uHTS; glucose-6-phosphate dehydrogenase-6-phosphogluconolactonase (Plasmodium falciparum 3D7); PfGluPho enzyme, NADPH resazurin-diaphorase fluorescence; inhibition, % at 20 µM; hit rate 0.78% among 350,000; AID 504690, 2011;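 active means inhibition reaching at least a set limit at 20 µM in the primary screen, cut at about 59% in these data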;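 further: 0% = DMSO wells with substrate and 100% = DMSO wells lacking glucose-6-phosphate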
* = called active by the depositor; · = no result given.

nr | SMILES | SENP8 block | SENP6 block | HKDC1 inhibitor | SENP7 block | NR3A LBD binder | ATG4B inh | MPTP block | PfG6PD inh
1 | COC(=O)c1[nH]c(C)c(/C(O)=C2\C(=O)C(=O)N(CCCN3CCOCC3)C2c2ccccn2)c1C (centres undefined) | 12 | -5 | 4 | 2 | 1 | -10 | 0.4 | 4
2 | O=C(CCN1CCCCC1)N/N=C/c1c[nH]c2ccccc12 | 25 | -11 | -4 | -5 | -4 | 4 | -4.0 | -10
3 | COc1ccc(NCC(=O)N2CCCC2)cc1Cl | 14 | 2 | -12 | -4 | 1 | 3 | 0.1 | 15
4 | COC(=O)CSc1nnc(-c2ccco2)n1Cc1ccco1 | 18 | -10 | -1 | 5 | 0 | -3 | 0.4 | -3
5 | CC(C)(C)NC(=O)CN(Cc1cccs1)C(=O)CCC(=O)Nc1nccs1 | 9 | -2 | 7 | 11 | 0 | 17 | -1.3 | -20
6 | COc1cc([N+](=O)[O-])ccc1NC(=O)Nc1ccc2c(c1)OCCO2 | 35 | -4 | -5 | 1 | 6 | -1 | 2.0 | 29
7 | CC1(C)NC(=O)N(CC(O)COc2ccccc2C(=O)N2CCCCC2)C1=O (centres undefined) | 9 | 7 | -5 | 7 | 0 | -3 | 1.6 | -15
8 | CCOC(=O)c1c(NC(=O)c2ccccc2C)sc2c1CC(C)(C)OC2 | -327 | -13 | 5 | -2 | 2 | -9 | 0.3 | 46
9 | CCc1c(O)nc(SCc2nc3ccccc3c(=O)[nH]2)[nH]c1=O | 3 | 9 | -10 | 6 | -1 | -7 | -0.1 | -1
10 | O=S1(=O)CC2N=C(N(Cc3ccc(F)cc3Cl)c3ccccc3F)SC2C1 (centres undefined) | 17 | -8 | -1 | 1 | 0 | 9 | 0.2 | 8
11 | Cc1cc(NC(=O)CSc2nc3ccsc3c(=O)n2NC(=O)c2ccccc2)no1 | 12 | -10 | -4 | 1 | -1 | 4 | -1.1 | -20
12 | CCCCN(CCCNC(=O)C1CCCN(S(=O)(=O)CCC)C1)Cc1ccccc1 (centres undefined) | 11 | -12 | -6 | 1 | -2 | -4 | -1.3 | -7
13 | O=C(CCNS(=O)(=O)c1ccccc1F)NCc1ccc2c(c1)OCO2 | 5 | -15 | -3 | 3 | 0 | 9 | 0.2 | -8
14 | NC(=O)NC1NC(=O)NC1=O (centres undefined) | 31 | -5 | -3 | 3 | 0 | -30 | -1.1 | 4
15 | Cc1nn(Cc2ccccc2Cl)c(C)c1NC(=O)Cn1nc([N+](=O)[O-])c(Cl)c1C | 11 | -9 | 0 | -4 | 3 | 0 | -0.3 | -16
16 | O=C(Nc1c(C(=O)N2CCN(c3ccccn3)CC2)oc2ccccc12)c1cccc([N+](=O)[O-])c1 | 20 | -9 | -2 | 6 | 0 | -9 | -1.7 | 6
17 | C=CCNC(=O)C1CC(=O)N(c2ccc(C)cc2)C1 (centres undefined) | 9 | 3 | 0 | -4 | 0 | 0 | -0.4 | -5
18 | CCS(=O)(=O)N1CCC(C(=O)NCCc2ccc(OC)c(OC)c2)CC1 | 5 | -14 | -6 | -12 | -1 | -2 | -0.1 | -1
19 | COc1ccccc1NC(=O)CSc1nc2ncccc2[nH]1 | 6 | -11 | -8 | 1 | -8 | -2 | -0.2 | -4
20 | COc1ccc(C(=O)N2CCCc3ccccc32)cc1OC | 20 | · | 0 | · | 0 | 0 | 0.1 | -13
21 | COc1ccc(NC(=O)C2(N(CC(C)C)C(=O)Cn3nnnc3N)CCCCC2)cc1 | 29 | -36 | -4 | -2 | 1 | -13 | -1.5 | -2
22 | Cc1ccc(N(CC(=O)NCc2ccc(F)cc2)S(=O)(=O)c2c(C)n[nH]c2C)cc1 | 6 | 3 | 1 | 5 | -5 | 0 | 1.3 | -3
23 | COC(=O)c1cc(=O)n(Cc2ccc(OC)c(OC)c2)c(=Nc2ccc(F)cc2)s1 | 14 | -6 | 9 | -7 | -3 | -4 | 1.6 | 14
24 | CN1CCC(N(C)C(=O)c2sc3cc(F)ccc3c2Cl)CC1 | 14 | -10 | -9 | 3 | -1 | 0 | 1.0 | 9
25 | O=C(Nc1nc2ccc(Cl)cc2s1)C1CC1 | -2 | 31 | -5 | 18 | -2 | -6 | 0.4 | 7
26 | CC1Cc2ccccc2N1C(=O)c1cnsn1 (centres undefined) | 22 | -8 | 3 | -1 | -1 | -3 | -1.9 | 1
27 | CC(=O)C1=C(O)C(=O)N(c2cccc(C(=O)O)c2)C1c1ccc(F)cc1 (centres undefined) | 1 | -2 | 5 | -1 | -1 | 1 | -1.0 | 5
28 | Cc1ccc(C)c(NC(=O)CS(=O)(=O)c2c[nH]c3ccccc23)c1 | 12 | 2 | 3 | -2 | 1 | -15 | -0.3 | -6
29 | CCC1(c2ccccc2)NC(=O)N(CC(=O)NNC(=O)CCN2CCN(c3ccccc3)CC2)C1=O (centres undefined) | 3 | -3 | -6 | -4 | 0 | -5 | 0.7 | -6
30 | CCc1nc(SCC(=O)Nc2nc3c(s2)CCCC3)c2ccccc2n1 | 1 | -23 | 7 | 11 | -10 | 0 | 6.1 | 9
31 | Cc1ccc(OCC(=O)Nc2ccc(F)cc2)cc1C | 17 | 4 | -5 | -4 | -1 | 14 | 1.7 | 3
32 | Cc1cccc(NS(=O)(=O)c2ccc(C)c(C(=O)NCCCN3CCOCC3)c2)c1 | -5 | -6 | -2 | 17 | 1 | -5 | -0.5 | 0
33 | Cc1cc(NC(=O)CSCC(=O)Nc2nc3c(C)cccc3s2)no1 | -46 | -9 | -2 | 12 | -3 | -6 | 0.8 | 9
34 | O=c1c(Cl)c(NCc2ccco2)cnn1C12CC3CC(CC(C3)C1)C2 | 7 | 3 | -4 | -5 | -1 | -9 | 2.0 | 5
35 | O=C(Nc1ccc(-c2cn3c(n2)SCC3)cc1)c1ccc2ccccc2n1 | 23 | -3 | -5 | 1 | 22* | -23 | 0.5 | 12
36 | CS(=O)(=O)N(CC(=O)Nc1ccc2c(c1)OCCO2)Cc1ccccc1 | 13 | -19 | -4 | -2 | 0 | 0 | -1.9 | 6
37 | Cc1cc(-c2nnc(CCC(=O)N(CC3CCC3)CC3CCCO3)o2)no1 (centres undefined) | 6 | 7 | -8 | 1 | -1 | 1 | -1.0 | -5
38 | CCCCNc1nc2ccccc2[nH]1 | 17 | -7 | -4 | 1 | -8 | 12 | 0.8 | 9
39 | CCOC(=O)c1cc(-c2csc(Nc3c(C)cc(C)cc3C)n2)on1 | 3 | -12 | 3 | 0 | 0 | 20 | 2.7 | -10
40 | O=C(O)c1cc(=O)c2cc(Cl)ccc2o1 | 11 | 5 | -1 | 1 | 3 | -3 | -0.3 | -5
41 | CCOC(=O)C(Sc1cc(-c2ccccc2)nc2ncnn12)C(C)=O (centres undefined) | 8 | -21 | 1 | -16 | 0 | -4 | 2.0 | -6
42 | Cc1cc([N+](=O)[O-])nn1CC(=O)N(C)C1CCCCC1 | 11 | -14 | 0 | -5 | -2 | 9 | -0.6 | -2
43 | CCC(C)(C(=O)NC1CCCCC1)N(C(=O)c1cnccn1)c1c(C)n(C)n(-c2ccccc2)c1=O (centres undefined) | 18 | -21 | -5 | 10 | 0 | -7 | 1.2 | 1
44 | CCN(CC(=O)NCc1ccc(F)cc1)C(=O)c1ccc(Cl)cc1 | 4 | 8 | -3 | -3 | 0 | -3 | 0.6 | 12
45 | CC(C)c1ccccc1NC(=O)COc1ccc(C(=O)NCCc2ccccc2)cc1 | 16 | 7 | -4 | 6 | 3 | -5 | 1.3 | 2
46 | CC(=O)c1cc(NC(=O)c2ccc(C)cc2)c(=O)oc1C | -1 | -3 | 10 | 9 | 0 | 10 | 1.1 | 2
47 | Cc1ccc(N2CC(=O)Nc3c(oc4nc(-c5ccccc5)cc(C)c34)C2=O)cc1 | -70 | -3 | -4 | 4 | 1 | -5 | 2.0 | -12
48 | COc1ccc(NC(=O)C2CC(=O)N/C(=N/NC(=O)c3ccc(Cl)cc3)S2)cc1 (centres undefined) | 40* | 7 | -7 | 12 | -5 | 0 | 0.0 | -42
49 | CCOc1ccc(CCN2C(=O)C3C4CCC(O4)C3C2=O)cc1OCC (centres undefined) | -2 | -11 | -4 | -8 | 1 | -8 | -1.3 | 2
50 | CC(C)CCn1cnc2c1c(=O)[nH]c(=O)n2Cc1ccccc1 | 0 | -3 | -3 | -10 | -1 | 1 | 0.8 | -5

Sorted by count of non-hydrogen atoms (falling): 13 of the compounds above.
nr | SMILES | SENP8 block | SENP6 block | HKDC1 inhibitor | SENP7 block | NR3A LBD binder | ATG4B inh | MPTP block | PfG6PD inh
43 | CCC(C)(C(=O)NC1CCCCC1)N(C(=O)c1cnccn1)c1c(C)n(C)n(-c2ccccc2)c1=O (centres undefined) | 18 | -21 | -5 | 10 | 0 | -7 | 1.2 | 1
45 | CC(C)c1ccccc1NC(=O)COc1ccc(C(=O)NCCc2ccccc2)cc1 | 16 | 7 | -4 | 6 | 3 | -5 | 1.3 | 2
32 | Cc1cccc(NS(=O)(=O)c2ccc(C)c(C(=O)NCCCN3CCOCC3)c2)c1 | -5 | -6 | -2 | 17 | 1 | -5 | -0.5 | 0
48 | COc1ccc(NC(=O)C2CC(=O)N/C(=N/NC(=O)c3ccc(Cl)cc3)S2)cc1 (centres undefined) | 40* | 7 | -7 | 12 | -5 | 0 | 0.0 | -42
37 | Cc1cc(-c2nnc(CCC(=O)N(CC3CCC3)CC3CCCO3)o2)no1 (centres undefined) | 6 | 7 | -8 | 1 | -1 | 1 | -1.0 | -5
30 | CCc1nc(SCC(=O)Nc2nc3c(s2)CCCC3)c2ccccc2n1 | 1 | -23 | 7 | 11 | -10 | 0 | 6.1 | 9
39 | CCOC(=O)c1cc(-c2csc(Nc3c(C)cc(C)cc3C)n2)on1 | 3 | -12 | 3 | 0 | 0 | 20 | 2.7 | -10
44 | CCN(CC(=O)NCc1ccc(F)cc1)C(=O)c1ccc(Cl)cc1 | 4 | 8 | -3 | -3 | 0 | -3 | 0.6 | 12
50 | CC(C)CCn1cnc2c1c(=O)[nH]c(=O)n2Cc1ccccc1 | 0 | -3 | -3 | -10 | -1 | 1 | 0.8 | -5
46 | CC(=O)c1cc(NC(=O)c2ccc(C)cc2)c(=O)oc1C | -1 | -3 | 10 | 9 | 0 | 10 | 1.1 | 2
31 | Cc1ccc(OCC(=O)Nc2ccc(F)cc2)cc1C | 17 | 4 | -5 | -4 | -1 | 14 | 1.7 | 3
26 | CC1Cc2ccccc2N1C(=O)c1cnsn1 (centres undefined) | 22 | -8 | 3 | -1 | -1 | -3 | -1.9 | 1
40 | O=C(O)c1cc(=O)c2cc(Cl)ccc2o1 | 11 | 5 | -1 | 1 | 3 | -3 | -0.3 | -5

Following part:
nr | SMILES | SENP8 block | SENP6 block | HKDC1 inhibitor | SENP7 block | NR3A LBD binder | ATG4B inh | MPTP block | PfG6PD inh
51 | O=C(CNc1ccccc1F)N/N=C/C1CC=CCC1 (centres undefined) | -27 | 7 | -2 | 1 | -1 | -7 | -0.7 | 14
52 | CCN1C(=O)[C@@H]2[C@@H](c3ccc(SC4CCCCC4)c(OC)c3)N3CCC[C@@]3(C(=O)OC)[C@@H]2C1=O | -318 | 2 | -1 | 2 | -1 | -11 | 0.1 | 21
53 | c1ccc2c(c1)CNc1ccccc1-2 | 8 | · | -6 | · | -1 | 5 | 0.6 | 6
54 | CCOC(=O)CNC(=O)CSc1nnnn1-c1ccc(C)c(C)c1 | 32 | -32 | 3 | -8 | 0 | 22 | 6.8 | 4
